SKKanGAS inh: S. pyogenes SKKanGAS growth inhibitors in kanamycin, primary screen, streptokinase expression inhibitor project, SKKanGAS strain, BacTiter-Glo luminescence; 6 h; inhibition, % at 7.5 µM; hit rate 1.3% among 300,000;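 active means mean replicate score, as percent of positive control median, at least 50; inconclusive means mean below 50 but one replicate at or above 50; inactive means mean and every replicate below 50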;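 further: strain carries kanamycin resistance gene driven by streptokinase promoter and grows in 40 µg/ml kanamycin; loss of luminescence reflects streptokinase promoter inhibition or plain growth inhibition; 0% = median of DMSO wells and 100% = positive control at its reference dose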
RGS4 block: RGS4 inhibitors, primary screen, cell-based, HEK293 M3R inducible RGS4, calcium flux | Regulator of G-protein signaling 4 (Homo sapiens), P49798 | Fluo-4 calcium flux; stronger effect = higher value; triggered by carbachol at its EC20 | B-score at 10 µM | hit rate 0.45% among 310,000 | AID 463165, 2010;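 active means B-score, a plate-corrected calcium signal, over three deviations above library mean, with baseline fluorescence within five deviations of library mean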;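 further: RGS4 expression induced by doxycycline in cells with stable M3 receptor; B-score is computed from the integrated fluorescence ratio over baseline after carbachol; higher B-score means a larger calcium signal and so more RGS4 inhibition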
Target sequence (P49798 whole entry, looked up): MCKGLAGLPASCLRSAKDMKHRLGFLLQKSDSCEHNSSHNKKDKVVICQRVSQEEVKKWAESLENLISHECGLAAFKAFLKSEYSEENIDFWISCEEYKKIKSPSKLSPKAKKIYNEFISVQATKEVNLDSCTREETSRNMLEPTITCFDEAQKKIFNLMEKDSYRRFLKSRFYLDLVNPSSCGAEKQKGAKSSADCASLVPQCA
MrgX1 ag: agonists of human MrgX1 receptor, primary screen, HEK293 cells, Fluo-4 calcium flux; Mas-related G-protein coupled receptor member X1 (Homo sapiens), Q96LB2; Fluo-4 calcium fluorescence, agonist mode; stronger effect = higher value; hit rate 0.44% among 310,000; AID 588627, 2011; B-score at 10 µM;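 active means calcium response B-score plate-corrected fluorescence ratio at least 3 library SD, with starting fluorescence B-score inside 5 SD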
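Material – MrgX1-expressing HEK293 cells · Input – 15,000 cells seeded per well · Dosing – compound as first of three additions · Times – overnight seeding, then 1 h dark dye loading · Measured by – kinetic Fluo-4 NW fluorescence of intracellular calcium · Read-out – B-scored fluorescence response ratio · Benchmarks – positive and negative control wells on each plate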
TRPC6 act: mouse TRPC6 channel activators, primary screen, cell-based, HEK293, membrane potential dye | B-score at 10 µM | AID 2550, 2010 | hit rate 0.13% among 310,000 | HEK293-TRPC6 membrane potential dye fluorescence; stronger effect = higher value | Short transient receptor potential channel 6 (Mus musculus), Q61143;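 active means B-score of the integrated fluorescence ratio above library mean plus 3 SD, and starting fluorescence ratio within library mean plus 5 SD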;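 further: higher score means more depolarization so channel activation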
Target sequence (Q61143 whole entry, looked up): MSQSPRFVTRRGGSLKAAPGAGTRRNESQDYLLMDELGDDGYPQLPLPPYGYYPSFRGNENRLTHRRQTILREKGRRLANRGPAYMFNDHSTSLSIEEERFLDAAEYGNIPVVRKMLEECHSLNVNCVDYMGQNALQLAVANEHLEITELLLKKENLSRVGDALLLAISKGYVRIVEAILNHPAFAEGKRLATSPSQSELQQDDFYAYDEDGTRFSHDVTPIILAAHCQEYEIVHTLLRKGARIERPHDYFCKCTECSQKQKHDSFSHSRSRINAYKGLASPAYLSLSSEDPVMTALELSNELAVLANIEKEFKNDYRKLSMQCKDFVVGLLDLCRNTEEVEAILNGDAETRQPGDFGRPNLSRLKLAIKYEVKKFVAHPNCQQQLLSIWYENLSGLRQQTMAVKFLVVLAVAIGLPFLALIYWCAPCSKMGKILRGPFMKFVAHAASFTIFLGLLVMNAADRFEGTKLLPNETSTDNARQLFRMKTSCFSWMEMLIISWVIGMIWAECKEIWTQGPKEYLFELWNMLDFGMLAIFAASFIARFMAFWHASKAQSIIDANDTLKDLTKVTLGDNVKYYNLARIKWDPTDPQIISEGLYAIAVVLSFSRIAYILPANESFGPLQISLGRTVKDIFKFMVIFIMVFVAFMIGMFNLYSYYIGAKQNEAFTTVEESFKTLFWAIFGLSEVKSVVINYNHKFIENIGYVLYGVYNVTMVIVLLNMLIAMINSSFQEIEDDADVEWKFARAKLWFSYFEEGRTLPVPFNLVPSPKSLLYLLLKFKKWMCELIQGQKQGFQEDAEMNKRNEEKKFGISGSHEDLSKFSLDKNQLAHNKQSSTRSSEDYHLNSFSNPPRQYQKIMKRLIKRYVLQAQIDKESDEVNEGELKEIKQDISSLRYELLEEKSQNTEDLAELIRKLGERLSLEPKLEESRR
MrgX1 antag: antagonists of human MrgX1 receptor, primary screen, HEK293 cells, Fluo-4 calcium flux; Mas-related G-protein coupled receptor member X1 (Homo sapiens), Q96LB2; BAM8-22 antagonism; stronger effect = lower value; B-score at 10 µM; hit rate 1.3% among 310,000;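 active means calcium-response B-score plate-corrected more than 3 library SD below zero, starting fluorescence within 5 deviations, no agonist response on first addition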;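 further: peak minus trough fluorescence over baseline after final BAM8-22 challenge near maximal dose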
RGS4 act: RGS4 potentiators or activators, primary screen, cell-based, HEK293 M3R inducible RGS4, calcium flux; carbachol calcium flux Fluo4; stronger effect = lower value; B-score at 10 µM; hit rate 0.92% among 310,000; AID 463111, 2010;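 active means B-score of the integrated calcium signal more than 4 SD below the library mean, with starting fluorescence not abnormally high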;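 further: negative B-score means reduced calcium response which marks RGS4 activation or potentiation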
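System – HEK293 FlpIn-TREx cells, stable M3R, doxycycline-inducible RGS4 · Reagent – ECmax carbachol challenge · Times – compound preincubation 20 min at room temperature before agonist · Technique – Fluo4 fluorescence kinetic imaging of calcium · Measure – B score of integrated Fluo4 ratio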
TMEM16A act: TMEM16A chloride channel activators or potentiators, primary screen, cell-based, HTS | Anoctamin-1 (Mus musculus), Q8BHY3 | HEK293 TMEM16A/YFP-H148Q/I152L, iodide quench fluorescence; stronger effect = lower value | B-score at 10 µM | hit rate 0.3% among 340,000 | AID 623877, 2012;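 active means fluorescence-ratio B-score plate-corrected deviation score at least 3 library SD below zero, with starting fluorescence score within 5 deviations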;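 further: channel opened by trigger with iodide after compound preincubation; score built on the fluorescence ratio of max minus min over baseline; more negative score means more quench and so TMEM16A activation or potentiation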
HDAC3 inh: HDAC3 deacetylase inhibitors, primary screen, biochemical, fluorescence, cell-free homogeneous; recombinant HDAC3, fluorogenic peptide/trypsin coupled; hit rate 0.15% among 320,000; Histone deacetylase 3 (Homo sapiens), O15379; inhibition, % at 8.3 µM; in the data active means inhibition above about 26%, passing the limit was not always enough; inconclusive means no clear call, values can overlap the other calls
MrgX1 PAM: positive allosteric modulators of MrgX1, primary screen, HEK293 cells, Fluo-4 calcium flux | Mas-related G-protein coupled receptor member X1 (Homo sapiens), Q96LB2 | AID 588675, 2011 | B-score at 10 µM | hit rate 0.63% among 310,000 | FDSS; stronger effect = higher value;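 active means plate-corrected calcium response at least 3 library SD above typical, normal starting fluorescence, not activating the receptor alone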;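 further: compound read alongside a low EC10 to EC30 dose of BAM8-22 agonist; peak minus trough fluorescence over baseline measured at the second addition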
TRPC6 inhibitor: mouse TRPC6 channel inhibitors, primary screen, cell-based, HEK293, membrane potential dye | AID 2553, 2010 | ACh-evoked depolarization; stronger effect = lower value | B-score at 10 µM | hit rate 1.1% among 310,000;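 active means B-score under library mean minus 3 SD, initial fluorescence not abnormally high, positive integrated signal ratio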;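 further: B-score derived from integrated fluorescence ratio over the kinetic read; more negative B-score means stronger inhibition of depolarization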
TMEM16A inh: TMEM16A chloride channel inhibitors, primary screen, cell-based, HTS; hit rate 1.2% among 310,000; normalized B-score (activity score, 25-100; higher = stronger inhibition) at 10 µM; AID 588511, 2011; HEK293 TMEM16A/YFP iodide influx fluorescence, ionomycin;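 active means ratio plate-corrected score three or more library SD toward inhibition, starting fluorescence score within five deviations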;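 further: score derived from kinetic fluorescence span divided by baseline fluorescence per well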
* hit, by the source's call; i = inactive; ? = inconclusive; · = no result given.

Order of values: SKKanGAS inh	RGS4 block	MrgX1 ag	TRPC6 act	MrgX1 antag	RGS4 act	TMEM16A act	HDAC3 inh	MrgX1 PAM	TRPC6 inhibitor	TMEM16A inh
> O=C(Nc1ccc(Cl)cc1)C1c2cccc[n+]2CC(=O)N1Cc1ccc2c(c1)OCO2 (stereo not drawn)
 : 8	i	i	i	-6.5*	i	i	24	i	i	i
> Cc1nnc(Sc2nc3ccccc3o2)c2ccccc12
 : 5	i	i	i	i	i	i	4	i	i	i
> O=C(C1CCC(CNS(=O)(=O)c2cccs2)CC1)N1CCN(c2ccc(F)cc2)CC1 (stereo not drawn)
 : 9	i	i	i	i	i	i	5	i	i	i
> O=S(=O)(NCC(c1ccco1)N1CCN(c2ccccc2)CC1)c1ccc(F)cc1 (stereo not drawn)
 : 0	i	i	i	i	i	i	3	i	i	i
> CCCCC(=O)NC(c1ccccc1)c1ccc2cccnc2c1O (stereo not drawn)
 : 16	i	i	i	i	i	i	1	i	i	i
> Cc1c(N=Cc2cccs2)c(=O)n(-c2ccccc2)n1C
 : 1	i	i	i	i	i	i	0	i	i	100*
> CSCC(NS(=O)(=O)c1ccc(C)cc1)C(=O)O (stereo not drawn)
 : -2	i	i	i	i	i	i	-3	i	i	i
> Nc1oc2ccccc2c(=O)c1-c1ccc2c(c1)OCO2
 : 3	i	i	i	i	i	i	1	i	i	i
> CC1CCN(C(=O)C2CCCN2S(=O)(=O)c2ccc(Cl)cc2)CC1 (stereo not drawn)
 : 0	i	i	i	i	i	i	-7	i	i	i
> O=C(N/N=C/c1cc(Cl)cc([N+](=O)[O-])c1O)C(O)(c1ccccc1)c1ccccc1
 : 95*	i	36*	i	i	i	i	2	i	i	100*
> COC(c1ccccc1)c1nnc(CCC(=O)NCCCc2ccccc2)o1 (stereo not drawn)
 : -8	i	i	i	i	i	i	4	i	i	i
> Cc1cccc(OCCC(=O)NCC(=O)Nc2c(C)cccc2C)c1
 : 2	i	i	i	i	i	i	2	i	i	i
> Cc1ccc(S(=O)(=O)N2CCN(C(C)C(=O)Nc3ccccc3-c3ccccc3)CC2)cc1 (stereo not drawn)
 : 7	i	i	i	i	i	i	-6	i	i	i
> COc1ccc(CC(=O)Nc2ccc(S(=O)(=O)N3CCCCC3)cc2)cc1OC
 : 2	i	i	i	i	i	i	·	i	i	i
> O=C(NCCN1CCOCC1)/C(=C/c1ccc(Cl)cc1)NC(=O)c1ccccc1
 : -7	i	i	i	i	i	i	6	i	i	i
> Cc1cc(O)ccc1N/C=C1\CCCC1=O
 : -1	i	i	i	i	i	i	10	i	i	i
> Cc1ccc(C(=O)N2CCCC2)cc1Br
 : 8	i	i	i	i	i	i	-2	i	i	i
> CC1=[N+](C)c2ccc3ccccc3c2C1(C)C
 : 3	i	i	i	i	i	i	2	i	i	i
> Cc1cc(=O)n2nc(N3CCC(C(=O)N4CCN(Cc5ccccc5)CC4)CC3)sc2n1
 : 3	i	i	i	i	i	i	-1	i	i	i
> Cc1cc2ncn(C(=O)N3CCCCCC3)c2cc1C
 : 0	i	i	i	i	i	i	8	i	i	i
> CC1=NNC(=O)C1CC(=O)N/N=C(\C)c1ccco1 (stereo not drawn)
 : 7	i	i	i	i	i	i	-1	i	i	i
> CCCn1cnc2c(=O)oc3ccccc3c21
 : 0	i	i	i	i	i	i	2	i	i	i
> COc1cccc(Nc2nc(-c3cccc(N4C(=O)c5ccccc5C4=O)c3)cs2)c1
 : 13	i	i	i	i	i	i	7	i	i	i
> COc1ccc(C23CC4CC(CC(C4)C2)C3)cc1C(=O)NCCN(C)C
 : -4	i	i	i	i	i	i	1	i	i	i
> N#Cc1c(Cl)nsc1NCCN1CCOCC1
 : -5	i	i	i	i	i	i	-12	i	i	i
> CC(/C=C1\SC(=S)N(c2ccc(C(=O)O)cc2)C1=O)=C\c1ccccc1
 : 116*	i	i	i	-9.6*	-8.4*	i	6	i	i	i
> CCCOc1ccc(N2CC(C(=O)NC3=NCCS3)CC2=O)cc1 (stereo not drawn)
 : 16	i	i	i	i	i	i	3	i	i	i
> CCN(CC)C(=O)COc1ccc(/C(C)=N/NC(=O)c2ccccc2-n2cccc2)cc1
 : 26	i	i	i	i	i	i	4	i	i	i
> CCCNC(=O)COC(=O)c1cc2c(=O)n3ccccc3nc2s1
 : -11	i	i	i	i	i	i	-6	i	i	i
> Cc1ccccc1OCC(=O)N/N=C1\CCOc2c(C)cccc21
 : -3	i	i	i	i	i	i	-2	i	i	i
> O=C(CSc1ccccc1)Nc1ccc2c(c1)C(=O)NC2=O
 : 3	i	i	i	i	i	i	8	i	i	i
> O=c1oc2ccccc2cc1-c1ccc(O)cc1
 : -7	i	i	i	i	i	i	-1	i	i	i
> Cc1ccc(C(=O)NC(=S)Nc2ccc(-c3cc4ccccc4oc3=O)cc2)c(C)c1
 : -6	i	i	i	i	i	i	1	i	i	i
> CN1C(=O)C(C)(C)c2cc(S(=O)(=O)N3CCCC(C(=O)Nc4ccc(Cl)cc4)C3)ccc21 (stereo not drawn)
 : -2	i	i	i	i	i	i	3	i	i	i
> O=C(C[n+]1cn(C(F)F)c2ccccc21)c1ccc(Br)cc1
 : 1	i	i	i	i	i	i	6	i	i	i
> CC1(C)CC(=O)CC(C2(O)C(=O)N(Cc3ccccc3)c3ccccc32)O1 (stereo not drawn)
 : -4	i	i	i	i	i	i	-3	i	i	i
> COCCN1Cc2cccc(C(=O)Nc3cccc(C)c3C)c2C1=O
 : 0	i	i	i	i	i	i	4	i	i	i
> Cc1cc(C)n2nc(CC(=O)NC3CCCCCCC3)nc2n1
 : 3	i	i	i	i	i	i	0	i	i	i
> CSCCC(NC(=O)c1ccccc1)C(=O)N1CCN(C(c2ccccc2)c2ccccc2)CC1 (stereo not drawn)
 : 24	i	i	i	i	i	i	14	i	i	i
> COCc1nnc(NC(=O)c2cccs2)s1
 : 5	i	i	i	i	i	i	-5	i	i	i
> Cc1cc2[nH]c(=O)c(=O)[nH]c2cc1S(=O)(=O)N(C)C1CCCCC1
 : -1	i	i	i	i	i	i	-1	i	i	i
> COC(=O)[C@@H]1C[C@H]2CC[C@H](O)C[C@H]2N1Cc1ccc(C)s1
 : 1	i	i	i	i	i	i	-3	i	i	i
> COc1cc(C)c(Br)cc1S(=O)(=O)NCc1cccs1
 : -2	i	i	i	i	i	i	-9	i	i	i
> COc1ccccc1N1C[C@@H]2C[C@@H](c3ccco3)N3CCC[C@@]23C1=O
 : 4	i	i	i	i	i	i	2	i	i	i
> O=C(Nc1ccc(N2CCCC2=O)cc1)c1cncc(Br)c1
 : -4	i	i	i	i	i	i	-5	i	i	i
> O=C(CSc1ncccn1)Nc1cc(Cl)ccc1[N+](=O)[O-]
 : 4	i	i	i	i	i	i	0	i	i	i
> CCc1ccc2[nH]c(C(=O)Nc3ccc(C)c(F)c3)cc2c1
 : -3	i	i	i	i	i	i	-3	i	i	i
> Cc1nc(NC(=O)CN2CCN(c3ccccc3F)CC2)sc1C(=O)N(C)C
 : 3	i	i	i	i	i	i	-2	i	i	i
> CC(OC(=O)CCN1C(=O)C2CC=CCC2C1=O)C(=O)Nc1cccc(C#N)c1 (stereo not drawn)
 : -5	i	i	i	i	i	i	0	i	i	i
> Cc1ccc(S(=O)(=O)N2CCC(C(N)=O)CC2)c(C)c1C
 : -3	i	i	i	i	i	i	0	i	i	i
> c1ccc2c(-n3cnnn3)cccc2c1
 : -6	i	i	i	i	i	i	-2	i	i	i
> COCc1cc(C(C)=O)ccc1OCC(=O)Nc1ccc(NC(C)=O)cc1
 : 9	i	i	i	i	i	i	-8	i	i	i
> O=S(=O)(c1ccc(C2CCCCC2)cc1)N1CCCC1
 : 1	i	i	i	i	i	i	5	i	i	25*
> O=C(CSc1nncs1)Nc1nccs1
 : -18	i	i	i	i	i	i	4	i	i	i
> CN1CCN(C(=O)c2cnn(-c3ccccc3)c2NC(=O)c2ccccc2Br)CC1
 : -3	i	i	i	i	i	i	8	i	i	i
> O=C(Nc1cccc2ccccc12)c1ccccc1NS(=O)(=O)c1cccc2cccnc12
 : 25	i	i	i	i	i	i	5	i	i	i
> CC(c1ccccc1)n1c(NCCCn2ccnc2)nc2c1c(=O)[nH]c(=O)n2C (stereo not drawn)
 : 1	i	·	i	·	i	·	·	·	i	·
> C=CCN1C=CC(=C/C=C(/C#N)C(=O)OCC)C=C1
 : 7	i	i	i	i	i	i	?	i	i	i
> COc1ccccc1NS(=O)(=O)c1ccc2c(c1)CCN2C(=O)CCC(=O)O
 : -8	i	i	i	i	i	i	-1	i	i	i
> C/C=C/n1ccnc1CC(O)(c1ccccc1)c1ccc(C)cc1 (stereo not drawn)
 : 0	i	i	i	i	i	i	-1	i	i	i

Continued:
Order of values: SKKanGAS inh	RGS4 block	MrgX1 ag	TRPC6 act	MrgX1 antag	RGS4 act	TMEM16A act	HDAC3 inh	MrgX1 PAM	TRPC6 inhibitor	TMEM16A inh
> CC(Oc1ccccc1)C(=O)Nc1cc(Cl)ccc1-n1cncn1 (stereo not drawn)
 : 18	i	i	i	i	i	i	·	i	i	i
> CC(=O)Nc1cccc(OCC(=O)Nc2ccc(F)cc2)c1
 : 0	i	i	i	i	i	i	1	i	i	i
> Cc1ccc(C2NC(=S)NC3=C2N2CCC3CC2)cc1 (stereo not drawn)
 : 2	i	i	i	i	i	i	2	i	i	i
> CC(=O)N1CCN(Cc2nc3cc(NC(=O)c4ccc(Cl)cc4)ccc3n2C)CC1
 : ·	·	i	·	i	·	i	4	i	·	i
> Cc1cc(-c2csc(N)n2)c(C)n1C
 : 1	i	31*	i	i	i	i	12	i	i	i

Screening results: PubChem, several laboratories
